CRFBP-R2 agonist = agonists of human CRF-binding protein/CRF-R2 receptor complex | hit rate 0.46% among 350,000 | HEK293 CRF-R2/CRF-BP, calcium dye fluorescence (FLIPR); percent of saturating CRF peptide response | activation, % at 13.2 µM;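 active means activation of at least 50%, plus an integration ratio under a set limit after plate pattern correction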;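 further: plate controls were neutral control wells without compound for no effect and CRF at EC100 for full effect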
NS3 helicase inh = inhibitors of Hepatitis C virus NS3 helicase. NS3 helicase DNA unwinding, Cy5 molecular beacon fluorescence. inhibition, % at 10.9 µM. hit rate 0.56% among 290,000;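 active means inhibition above the mean of all tested compounds plus 3 SD, set per campaign, cut at about 35% in these data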;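 further: 0% = DMSO wells and 100% = thioflavine S control wells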
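System: Hepatitis C virus NS3 helicase domain fragment enzyme | Reagent: Annealed dual-labelled DNA beacon duplex, ATP-started | Compound dosing: 10.9 µM single point, 0.8% DMSO | Incubation: 1 h reaction at 25 °C, ATP-initiated | Technique: Cy5 fluorescence | Evaluation: Percent inhibition from t60/t0 fluorescence ratio | Benchmarks: Low DMSO, high thioflavine S at 110 µM | Replication: Singlicate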
MEKK2mut PB1 HTS = signal of MEK5 binding to mutant human MEKK2 PB1 domain. bead flow cytometry, Alexa488-MEK5 binding to MEKK2 mutant. percent response, % at 10 µM. hit rate 0.35% among 290,000. AID 1530; in the data active means percent response above about 24%, passing the limit was not always enough; further: inactives centre near 1; some results filed as inactive read as strong as hits
GalR3 antagonist = antagonists of human GalR3; HEK293 GalR3-CNG cAMP membrane potential fluorescence; galR3 body fused to GalR1 C-terminus; inhibition, % at 3 µM; hit rate 0.44% among 360,000; AID 651719;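 active means inhibition above the screen-wide average plus 3 SD, cut at about 13% in these data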;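 further: forskolin and galanin both at EC90 stimulate the cells; cAMP rise reported by CNG channel membrane potential dye signal; 0% = forskolin plus galanin with DMSO and 100% = forskolin alone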
Target sequence (O60755 1-299 limits assumed): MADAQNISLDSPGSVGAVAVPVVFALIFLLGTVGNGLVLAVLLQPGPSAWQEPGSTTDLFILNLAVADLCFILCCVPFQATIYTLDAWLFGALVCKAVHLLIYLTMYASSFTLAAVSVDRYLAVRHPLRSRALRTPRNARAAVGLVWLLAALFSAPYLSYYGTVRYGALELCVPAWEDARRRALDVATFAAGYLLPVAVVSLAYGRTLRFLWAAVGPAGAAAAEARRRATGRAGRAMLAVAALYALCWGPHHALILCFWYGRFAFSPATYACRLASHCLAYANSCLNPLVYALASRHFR
UBC9 SUMO inh = blocks human SUMOylation mediated by UBC9 | P63279 | HTRF SUMOylation assay, SAE1/SAE2 + UBC9, in vitro | inhibition, % at 35 µM | hit rate 0.36% among 290,000 | AID 2006; in the data active means inhibition above about 50%, passing the limit was not always enough; further: strong numbers were not always called active
Target sequence (P63279 whole entry, looked up): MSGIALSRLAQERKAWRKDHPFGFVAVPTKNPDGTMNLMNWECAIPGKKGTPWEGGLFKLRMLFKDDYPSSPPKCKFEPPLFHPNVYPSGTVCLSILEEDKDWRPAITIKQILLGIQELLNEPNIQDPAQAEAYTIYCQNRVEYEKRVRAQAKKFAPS
MEKK2wt PB1 HTS = raises or lowers MEK5 binding to wildtype human MEKK2 PB1 domain; Q9Y2U5; bead flow cytometry, Alexa488-MEK5 binding to MEKK2 WT; actives lie on both sides; binding response (% of control), % at 10 µM; hit rate 1.1% among 290,000; in the data active means binding response below about 67% or above about 130%
FID counter = counter-screen for HCV NS3 helicase inhibitors: DNA intercalator displacement | DNA fluorescent intercalator displacement, fluorescence | inhibition, % at 7.9 µM | hit rate 0.17% among 290,000 | AID 1845; in the data active means inhibition above about 37%;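 further: 0% = vehicle and 100% = reference compound; higher means more ethidium bromide displaced from hairpin DNA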
MEKK3 PB1 HTS = modulators (inhibitors or enhancers) of MEK5 binding to human MEKK3 PB1 domain. bead-based flow cytometry, Alexa488-MEK5 binding to MEKK3; actives lie on both sides; 0 = blocked by unlabeled MEK5, 100 = vehicle. Q99759. binding response (% of control), % at 10 µM. hit rate 1.4% among 290,000;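 active means binding response more than 3 SD above or below the average of its plate-row segment, actives on both sides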;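 further: Alexa488 bead fluorescence after subtracting the streptavidin-only scavenger bead signal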
Target sequence (Q99759 whole entry, looked up, the tested form may be a part): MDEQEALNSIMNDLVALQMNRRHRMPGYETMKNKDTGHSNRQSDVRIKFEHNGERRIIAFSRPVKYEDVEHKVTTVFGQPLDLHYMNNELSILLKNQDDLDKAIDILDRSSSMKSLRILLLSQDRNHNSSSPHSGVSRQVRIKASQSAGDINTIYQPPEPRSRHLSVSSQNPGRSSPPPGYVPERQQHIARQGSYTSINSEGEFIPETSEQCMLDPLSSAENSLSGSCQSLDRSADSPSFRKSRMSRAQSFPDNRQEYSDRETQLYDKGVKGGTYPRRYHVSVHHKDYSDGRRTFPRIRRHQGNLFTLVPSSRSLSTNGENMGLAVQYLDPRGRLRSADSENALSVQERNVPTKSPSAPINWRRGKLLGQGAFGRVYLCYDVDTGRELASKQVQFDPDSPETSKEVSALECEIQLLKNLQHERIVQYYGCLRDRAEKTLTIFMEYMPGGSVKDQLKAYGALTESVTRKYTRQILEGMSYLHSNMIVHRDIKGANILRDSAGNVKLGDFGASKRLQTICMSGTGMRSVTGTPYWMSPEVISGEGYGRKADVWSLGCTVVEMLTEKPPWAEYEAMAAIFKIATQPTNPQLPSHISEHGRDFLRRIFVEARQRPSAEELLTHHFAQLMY
CRFR2-BP antag = CRF-BP/CRF-R2 complex antagonism; HEK293 CRF-R2/CRF-BP, CRF-induced calcium fluorescence; inhibition, % at 11.8 µM; AID 588475; hit rate 0.59% among 350,000;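 active means inhibition of the ligand-induced calcium signal above about 50% at the single tested concentration, limit read from the data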
* marks the source's active call; other numbers are inactive results; x = not tested or not shown; [ ] = remark or other dose. Not all compounds are listed; the hit share may differ from the screen's.

SMILES	CRFBP-R2 agonist	NS3 helicase inh	MEKK2mut PB1 HTS	GalR3 antagonist	UBC9 SUMO inh	MEKK2wt PB1 HTS	FID counter	MEKK3 PB1 HTS	CRFR2-BP antag
O=C(Cn1cncn1)N/N=C/c1cccc(Cl)c1	1.0	-7	-16	-3	3	89	-2	83	1
O=C(Nc1nc(-c2ccncc2)cs1)c1ccco1	0.7	6	4	-4	22	101	-3	101	-10
Cc1ccc(S(=O)(=O)Nc2ccccc2C(=O)Nc2sccc2C(=O)NN(C)C)cc1	-1.4	-13	10	x	11	103	-12	107	3
CCOc1cc(CNCCN(C)C)c(Cl)cc1OCC(=O)NCCc1ccccc1	-1.5	-5	4	4	19	104	27	94	11
COc1ccc(S(=O)(=O)N2c3ccccc3OCC2c2ccccc2)cc1 (centres undefined)	18	-14	-1	-6	-6	93	-1	97	24
O=C(NC1CC2CCC(C1)N2Cc1ccco1)c1ccccc1 (centres undefined)	0.0	0	4	0	-27	103	-2	111	8
CC(NC(=O)C1CCC1)c1ccccc1 (centres undefined)	1.3	-7	-3	1	3	98	-2	100	0
C=CCN(CC=C)S(=O)(=O)c1ccc(NC(=S)NC(=O)/C=C/c2cccc3ccccc23)cc1	3.8	5	6	-1	29	91	-14	96	-12
COc1cccc(-c2nnc(SCC(=O)Nc3ccc4c(c3)OCCO4)n2Cc2ccco2)c1	-2.2	-3	5	-3	15	104	-39	105	8
CC1(C)Cc2ccccc2-c2nc3ccccc3c(=O)n21	-0.5	-15	5	x	3	107	-12	109	-4
COC(=O)c1ccccc1NC(=O)CSc1nnc(C(CO)NC(=O)c2ccccc2)n1C (centres undefined)	-0.1	1	0	-5	10	96	-24	98	18
Cc1ccc(O)c(CNc2ccccn2)c1	-0.3	6	5	-5	3	119	1	108	16
CCn1c(COc2ccccc2C)nc2ccccc21	73*	-3	3	-6	2	98	-20	105	23
CCC(=O)Nc1ccccc1C(=O)OCC(=O)c1cccc2ccccc12	-0.5	-1	-11	-2	-18	79	-9	68*[inhibitor]	8
COC(=O)c1cc(COc2ccc3c(c2)oc(=O)c2ccccc23)c(C)o1	3.4	2	6	-2	2	100	-2	102	-2
Cc1cc(Br)c2[nH]c3c(c2c1)CCCC3=O	1.1	0	-4	-5	10	95	-6	97	-18
Cc1ccc(NC(=S)N(Cc2ccc(Br)cc2)Cc2ccc(C(=O)O)cc2)cc1C	0.3	29	-3	-4	16	92	-31	101	6
Cc1ccc(C)c(-n2c(Cc3cc(=O)[nH]c(=O)[nH]3)nnc2SCC(=O)NCc2ccco2)c1	0.7	2	x	-2	x	x	-14	x	-1
CCN(C(=O)CCc1nnc2ccc(NCc3ccco3)nn12)c1ccccc1	-1.1	0	5	-9	-12	99	-29	99	6
Cc1ccc(N2CC(C(=O)Nc3nnc(SCC(=O)Nc4cc(C)on4)s3)CC2=O)cc1 (centres undefined)	2.5	12	-2	-3	10	99	1	101	-18
C=CCn1c(NC(=O)c2ccc(C)cc2)c(C#N)sc1=N	-1.3	3	8	12	12	107	2	104	1
CC(C)c1ccccc1NC(=O)COC(=O)c1cccnc1	-2.6	2	0	-8	-1	101	-4	101	15
O=S(=O)(Nc1ncccn1)c1ccccc1	-1.1	1	10	-10	-6	101	3	102	5
NS(=O)(=O)c1ccc(CCNCC(=O)N2CCC(Cc3ccccc3)CC2)cc1	-2.0	2	-18	-2	24	98	18	95	-8
Cc1ccc(C)c(CNS(=O)(=O)c2ccc3c(c2)C(C)(C)C(=O)N3C)c1	-0.4	7	-7	0	1	93	-48	95	-2

4 records drawn at random from those above, as already listed:
SMILES	CRFBP-R2 agonist	NS3 helicase inh	MEKK2mut PB1 HTS	GalR3 antagonist	UBC9 SUMO inh	MEKK2wt PB1 HTS	FID counter	MEKK3 PB1 HTS	CRFR2-BP antag
CC1(C)Cc2ccccc2-c2nc3ccccc3c(=O)n21	-0.5	-15	5	x	3	107	-12	109	-4
O=S(=O)(Nc1ncccn1)c1ccccc1	-1.1	1	10	-10	-6	101	3	102	5
C=CCn1c(NC(=O)c2ccc(C)cc2)c(C#N)sc1=N	-1.3	3	8	12	12	107	2	104	1
Cc1ccc(S(=O)(=O)Nc2ccccc2C(=O)Nc2sccc2C(=O)NN(C)C)cc1	-1.4	-13	10	x	11	103	-12	107	3

(list continues)
SMILES	CRFBP-R2 agonist	NS3 helicase inh	MEKK2mut PB1 HTS	GalR3 antagonist	UBC9 SUMO inh	MEKK2wt PB1 HTS	FID counter	MEKK3 PB1 HTS	CRFR2-BP antag
COc1ccccc1C(=O)Nc1ccc2oc(-c3ccc(F)cc3)nc2c1	11	6	0	-5	22	99	-1	99	-1
Cc1csc2nc(CCNS(=O)(=O)c3cccs3)cn12	0.7	0	7	x	-5	102	-6	98	3
CC12CCCCN1CCCc1c2[nH]c2ccccc12 (centres undefined)	50*	-14	4	-3	5	108	3	87	-4
CN1CCC(N(C)C(=O)Cc2ccccc2[N+](=O)[O-])CC1	1.0	3	-4	-2	-3	99	2	98	1
Cc1nc2ccc(NC(=O)COc3ccccc3F)cc2s1	-2.6	-13	-9	-5	-6	86	-11	96	3
CCOc1ccc(CC(=O)NNC(=S)NC)cc1Br	-1.2	-3	-13	-1	8	88	-7	91	4
Cc1cccc(C2CC(c3ccc(Br)cc3)Nc3nc(N)nn32)c1 (centres undefined)	17	-24	1	-5	26	100	-31	105	-32
CC1(C)CC(=O)C2=C(C1)Nc1ccccc1NC2c1cccs1 (centres undefined)	2.2	-1	3	-3	4	104	4	107	13
COC(=O)c1ccc(CS(=O)(=O)c2ccc(C)cc2)o1	0.9	12	4	0	17	106	-6	105	-2
O=C1CSc2ccc(S(=O)(=O)N3CCN(c4ccccc4F)CC3)cc2N1	1.1	-6	-8	-9	10	91	-30	96	-18
N#C/C(=C\c1ccccn1)c1ccccn1	0.2	-3	2	-11	23	103	-4	102	9
Cc1cccc2cc(C(c3nnnn3CC3CCCO3)N3CCCC4(CCCCC4)C3)c(=O)[nH]c12 (centres undefined)	x	-13	-2	x	24	95	-6	98	x
CC(C)(C)c1ccc(NC(=O)NCc2ccco2)cc1	-0.2	-1	7	-1	-12	104	-6	103	0
COC(=O)CN1C(=O)COc2ccc(S(=O)(=O)N3CCCCCC3)cc21	0.1	-2	0	-6	6	99	-18	99	2
Cn1cc(CN2CCCC(C(=O)c3cccs3)C2)c(-c2cccc(Cl)c2)n1 (centres undefined)	1.1	-2	-8	-2	-5	92	9	102	-5
C#CCOc1ccccc1C(N)=O	0.4	-3	2	-2	17	103	0	104	1
O=C(COC(=O)c1ccc(O)cc1)Nc1ccc(OC(F)F)cc1	11	29	1	-3	-17	101	0	103	-42
CN1CC=C2C(C#N)=C(N)C(C#N)(C#N)C(c3cccc(Cl)c3Cl)C2C1 (centres undefined)	35	-12	14	-1	15	104	-3	105	-54
COc1ccc(N2CCN(C(=O)c3cc4c(=O)n(Cc5ccccc5)ccc4nc3C)CC2)cc1	3.5	-1	1	-7	6	97	-57	96	-10
COc1ccc(C2(CNC(=O)CCC(=O)O)CCCC2)cc1	1.2	3	-13	0	25	97	-3	98	0
CCCOc1ccc2c3c(c(=O)oc2c1OCCC)CCCC3	-1.3	-2	9	-4	28	112	-18	116	-10
COc1cc(C2C3=C(CC(C)(C)CC3=O)Nc3ccccc3N2C(C)=O)cc(OC)c1OC (centres undefined)	-1.2	15	-14	-7	-6	95	-8	95	6
COc1ccc(/C=C/C(=O)NCCc2ccc(S(N)(=O)=O)cc2)cc1	6.3	-1	0	-2	6	103	-9	99	2
C=CCc1ccccc1OCCn1ccnc1	0.2	-1	-2	-2	-13	102	4	106	3
COc1cc2c(c(OC)c1OC)-c1ccc(NC(=O)c3ccc(F)cc3)c(=O)cc1[C@@H](NC(C)=O)CC2	0.5	-27	8	-14	1	102	-38	105	14

The listing continues.
SMILES	CRFBP-R2 agonist	NS3 helicase inh	MEKK2mut PB1 HTS	GalR3 antagonist	UBC9 SUMO inh	MEKK2wt PB1 HTS	FID counter	MEKK3 PB1 HTS	CRFR2-BP antag
CCn1c(Cc2ccc(OC)cc2)nnc1SCC(=O)Nc1ccc(N2CCOCC2)cc1	3.7	6	-1	2	-6	97	-38	101	14
O=C(CN1CC(=O)Nc2ccccc21)NCCc1ccc(Cl)cc1Cl	-0.7	-6	-3	6	8	98	-8	96	-28
O=C(NC1CC1)C1CC(=O)N(c2cccc(Cl)c2)C1 (centres undefined)	-0.5	3	5	-3	-5	104	-10	101	-4
COc1cc(OC)cc(C(=O)N[C@H](C(=O)OCC(=O)Nc2ccc(OC)c(OC)c2)C(C)C)c1	-0.7	-7	-3	-8	-4	94	-32	94	-49
Cc1noc(C)c1C(=O)NC1=NCCS1	0.7	16	1	-2	0	99	-23	96	-2
O=C1Nc2c(c(=O)[nH]c(=O)n2-c2ccc(F)cc2)C1(NS(=O)(=O)c1ccccc1)C(F)(F)F (centres undefined)	0.6	30	11	-2	8	87	5	98	1
O=C(Oc1ccc(Br)cc1)c1n[nH]c(=O)c2ccccc12	8.4	-9	1	0	4	104	2	109	8
CC(NS(=O)(=O)c1ccc(N)cc1)C1CC2CCC1C2 (centres undefined)	1.9	-10	5	-6	16	103	-15	102	-17
O=C(CCn1cnnn1)N1CCCC(Nc2ccc(F)cc2)C1 (centres undefined)	0.0	6	-2	-2	1	99	-5	101	-5
C=CCn1c(=O)[nH]c2nc3cc(N=CN(C)C)c(C)cc3nc2c1=O	144*	1	-3	-3	29	98	4	101	-76
O=C1CC(NN2CCCCC2)C(=O)N1c1ccccc1 (centres undefined)	0.2	8	-7	-2	23	92	-10	99	5
Cc1ccccc1-c1nc(CS(=O)(=O)CC(=O)NCCCN2CC(C)CC(C)C2)c(C)o1 (centres undefined)	0.5	-16	3	-3	7	106	37*	99	-8
Cc1ccc(C(CC(=O)NCCCN(C)C)c2ccc(OC(C)C)cc2)cc1 (centres undefined)	-0.8	-55	-11	2	1	90	29	82	-13
CCN(CC)C(=O)C(Sc1nnnn1-c1ccc(O)cc1)c1ccccc1 (centres undefined)	-1.3	-15	-3	-4	-14	93	-29	102	8
Cc1cc(C(=O)CSc2nnc(-c3cccs3)n2Cc2ccccc2)c(C)n1C	-0.1	-16	1	-4	21	100	-26	98	0
CCOc1ccc(/C=N/Nc2nc(N3CCCC3)nc(N3CCCC3)n2)cc1OC	-1.5	-10	0	-12	-23	101	-31	99	12
COc1cccc(-n2cc3c(=O)n(C)c(=O)n(C)c3c2)c1	-0.4	4	2	2	-7	103	-7	103	-7
O=C1/C(=C/c2ccncc2)SC(=S)N1N1CCOCC1	-0.6	-5	-12	-4	9	37*[inhibitor]	-1	42*[inhibitor]	-7
O=S(=O)(NC1CCCC1)c1ccccc1Cl	-0.9	-4	-4	-4	4	99	0	101	1
COC(=O)c1ccc(NC(=O)Cn2nc(SC)n(N)c2=S)cc1	-2.2	5	-1	0	20	95	-1	87	-7
O=C1CCCC2=C1C(c1ccco1)Nc1ccc3ccccc3c12 (centres undefined)	2.6	41*	5	-5	27	97	-6	101	-7
CCCOc1ccc(/C=C/C(=O)Nc2ccc([N+](=O)[O-])cc2)cc1	0.4	-1	x	-6	11	x	9	x	-15
CCOC(=O)c1ccc(NC(=O)CC2C(=O)N(c3ccc(F)cc3)C(=O)N2CCC(C)C)cc1 (centres undefined)	1.2	-13	14	-9	-6	120	-14	106	8
O=C(NC(c1ccc(Cl)cc1)c1c(O)ccc2ccccc12)c1ccccc1 (centres undefined)	4.6	15	2	-15	-22	113	-1	98	-8
